Bioassay records as filed in PubChem.
miR-122 sensor: inhibitors of miR-122 in Huh7 cells; Huh7 miR-122 Renilla luciferase sensor, 48 h; neutral wells = 0, positive control = 100; activation (reporter increase), % at 12.5 µM; actives 0.3% (n = 340,000); AID 602342;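 active = mean replicate activation score at least 90 and every replicate individually at or above 90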;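 also: higher luciferase means less miR-122 activity so hits act as miR-122 inhibitors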
Cneo AK release: causes C. neoformans cell lysis. AID 651654. actives 0.2% (n = 360,000). adenylate kinase release luminescence, 4 h; normalised: neutral wells 0, clomiphene wells 100. lysis activity, % at 15 µM;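 active = mean lysis activity across replicates of at least 80%, whatever share of replicates individually reach that level; inactive = mean lysis activity below 80%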
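Material: C. neoformans cells; Schedule: 4 h static compound exposure, 37 °C, read 1 h post-reagent; Measured by: adenylate kinase release luminescence; Read-out: signal increase indicating cell lysis; Controls: Clomiphene as positive lysis control.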
PGC1a acetyl inh: modulators of PGC1a acetylation; inhibition, % at 15.6 µM; actives 0.17% (n = 350,000); U2OS PGC1a acetylation, AlphaScreen anti-acetyl-lysine; with virally co-expressed GCN5 acetyltransferase; AID 651687;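 active = every replicate shows inhibition of at least 40%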;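 also: 0% = neutral control wells and 100% = positive control wells; some results beyond the cut were filed as inactive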
Numbers without * were called inactive. The list is partial (hit frequency here may not be typical).

Preview, 3 compounds:
1. O=c1oc2ccc3ccccc3c2c2c1SC(C(F)(F)F)C2 (stereo not drawn)
2. COC(=O)c1ccccc1NC(=O)CNc1cc(Cl)ccc1N1CCOCC1
3. Cc1cc2c(N=O)c(NO)ccc2[nH]1
screen / no.	1	2	3
miR-122 sensor	2	4	37
Cneo AK release	1	-1	1
PGC1a acetyl inh	4	-18	-74

The list itself (from the top)
1. O=c1oc2ccc3ccccc3c2c2c1SC(C(F)(F)F)C2 (stereo not drawn)
2. COC(=O)c1ccccc1NC(=O)CNc1cc(Cl)ccc1N1CCOCC1
3. Cc1cc2c(N=O)c(NO)ccc2[nH]1
4. COc1ccccc1N1CCc2c(C)nc3c(OC)cccc3c21
5. COc1ccc(COc2cc(-c3cccc(OC)c3)nc3ccc(NC(=O)c4ccc(N(C)C)cc4)cc23)cc1
6. Cn1c(SCc2nc3ccccc3[nH]2)nnc1-c1cnccn1
screen / no.	1	2	3	4	5	6
miR-122 sensor	2	4	37	-18	36	-1
Cneo AK release	1	-1	1	1	-2	8
PGC1a acetyl inh	4	-18	-74	-25	-14	12

7. COc1ccc(C(=O)C(C)N(C(=O)c2ccc(Cl)cc2Cl)N2C(=O)C3C4C=CC(C4)C3C2=O)cc1 (stereo not drawn)
8. Cc1ccc(O)c(-c2cc(C(F)(F)C(F)F)nc(-c3ccccc3)n2)c1
9. C=CCSc1nnc(CSc2nc3sc4c(c3c(=O)[nH]2)CCCC4)n1-c1ccccc1
10. O=C(O)CC1=C(O)C(=O)N(c2ccccc2)C1c1ccc(Br)cc1 (stereo not drawn)
11. C=CCn1c(SCC(=O)NCC2CCCO2)nc2scc(-c3ccco3)c2c1=O (stereo not drawn)
12. COc1ccc(S(=O)(=O)NN=C2CCCCC2)cc1
screen / no.	7	8	9	10	11	12
miR-122 sensor	2	-5	4	20	-4	-5
Cneo AK release	0	-1	-2	3	-1	1
PGC1a acetyl inh	8	10	-5	9	-7	12

13. O=C(O)c1ccccc1OCCOc1ccccc1C(=O)O
14. COCc1cc(Sc2ccc(Cl)cc2Cl)nc(-c2ccccc2)n1
15. O=C(Cn1cccc1)NCc1cccs1
16. CCOC(=O)c1[nH]nc(N)c1NC(=O)c1ccc(Cl)cc1Cl
17. CCOC(=O)C1CCN(CCC(=O)Nc2ccccc2)CC1
18. O=C(CN(C(=O)c1ccc2c(c1)OCCO2)c1ccccc1)NCC1CCCO1 (stereo not drawn)
screen / no.	13	14	15	16	17	18
miR-122 sensor	-5	9	-3	5	-4	-4
Cneo AK release	1	-1	1	-3	-4	-1
PGC1a acetyl inh	2	1	0	21	5	9

19. Cc1cccc(N2C(=O)CC(Sc3nc(C)cc(C)n3)C2=O)c1 (stereo not drawn)
20. COc1ccccc1C(=O)Nc1c2c(nn1-c1cccc(C)c1C)CS(=O)C2 (stereo not drawn)
21. CCCCCC(=O)Nc1ccc(N2CCN(C(=O)CCC)CC2)cc1
22. COC(=O)c1ccc(NC(=O)CN2CCN(c3cccc(Cl)c3)CC2)cc1
23. CCCNC(=O)c1ccc2c(c1)ncn2-c1ccccc1OC
24. CC(Sc1nc(-c2ccccc2)cc(C(F)(F)F)n1)C(=O)N1CCOCC1 (stereo not drawn)
screen / no.	19	20	21	22	23	24
miR-122 sensor	-17	-3	-4	0	2	-2
Cneo AK release	-1	0	3	0	1	0
PGC1a acetyl inh	11	-14	-8	1	6	3

25. Cc1cc(=O)n2[nH]c(COc3ccccc3)nc2n1
26. Clc1cccc(-c2nc3nc4ccccc4nc3n2Cc2ccco2)c1
27. Cn1c(C(=O)O)c(CC(=O)NCc2cccnc2)c2ccccc21
28. CC(=O)Nc1ccc(S(=O)(=O)NC(CC(=O)NCCCN2CCOCC2)C(C)C)cc1 (stereo not drawn)
29. CCOc1ccc(-c2[nH]nc3c2C(c2ccc4c(c2)OCO4)C(C#N)=C(N)O3)cc1OC (stereo not drawn)
30. Cc1ccc(Nc2nc(N)nc(CN3CCCCCC3)n2)c(C)c1
screen / no.	25	26	27	28	29	30
miR-122 sensor	3	11	-10	0	-5	-1
Cneo AK release	-1	-5	0	0	1	1
PGC1a acetyl inh	13	-18	-2	-2	6	-13

31. CC(=O)Nc1cc2c(cc1C(C)=O)OCCO2
32. C[C@H](NC(=O)Nc1ccc2c(c1)OCCO2)C(=O)O
33. CCCCN(CCCC)C(=O)c1nsnc1-c1ccccc1O
34. Cc1sc2ncn(CC(=O)OC(C)C(=O)NC(C)(C)C)c(=O)c2c1C (stereo not drawn)
35. O=C(c1ccccc1)N(Cc1ccccc1)c1ccccn1
36. CCn1c(SCC(=O)NCC2CCCO2)nnc1-c1c[nH]c2ccccc12 (stereo not drawn)
screen / no.	31	32	33	34	35	36
miR-122 sensor	-2	-4	-3	-3	1	-4
Cneo AK release	2	-2	6	-1	-1	2
PGC1a acetyl inh	23	11	-11	24	-14	-6

Following part.
# | Compound | miR-122 sensor | Cneo AK release | PGC1a acetyl inh
37 | COc1ccc(/C(O)=C2\C(=O)C(=O)N(c3cc(C)on3)C2c2ccc(OC)c(OC)c2)cc1OC (stereo not drawn) | -3 | 4 | 2
38 | O=C1C2CC=CCC2C(=O)N1c1nc2n(n1)C(c1ccccc1)CC(c1ccccc1)N2 (stereo not drawn) | 0 | -3 | 17
39 | COC(=O)CNC(c1ccccc1)c1cc(Br)ccc1NC(=O)OCc1ccccc1 (stereo not drawn) | 5 | 2 | 5
40 | Cc1c(Cl)cccc1NC(=O)Nc1ccn(C)n1 | 3 | -1 | -3
41 | C#CCOC(=O)CCC(=O)NCCc1ccccc1 | -8 | 2 | -1
42 | CN1CCN(CCCNC(=O)C2CC(=O)N(C3CCCCC3)C2)CC1 (stereo not drawn) | 7 | -4 | -2
43 | Cc1cc(C)nc(SCc2nc3nc(C)cc(C)n3c2Br)n1 | 3 | 1 | 10
44 | C=CCn1c(NCc2c[nH]c3ccccc23)nc2ccccc21 | -5 | -2 | 0
45 | Cc1ccc(C)c(C(=O)CN2C(=O)c3ccccc3S2(=O)=O)c1 | 2 | 1 | 6
46 | O=C(O)CCN1C(=O)/C(=C\c2ccc(-c3nc4ccccc4s3)o2)SC1=S | 7 | -2 | -19
47 | Cn1c2c(c(=O)n(C)c1=O)CN(Cc1ccc(F)cc1)CN2 | -6 | 3 | 9
48 | Cc1cc(C(F)F)n2nc(C(=O)Nc3ccccc3F)nc2n1 | -3 | 4 | 10
49 | [O-][n+]1onc2c1C(N1CCOCC1)CCC2N1CCOCC1 (stereo not drawn) | -4 | 0 | 3
50 | CCCn1c(N2CCN(S(=O)(=O)Cc3ccccc3)CC2)nc2ccccc21 | 2 | 0 | -3
51 | NS(=O)(=O)c1ccc(NC(=O)NC2CCCCC2)cc1 | -1 | -1 | 8
52 | CCNS(=O)(=O)c1ccc(NS(=O)(=O)c2cc(C)ccc2C)cc1 | 113* | 1 | -1
53 | COc1ccc(C2CC(c3cc(OC)ccc3OC)n3nnnc3N2)cc1 (stereo not drawn) | 5 | 0 | 32
54 | COc1ccc(NC(=S)NC(NC(=O)CCl)C(Cl)(Cl)Cl)c([N+](=O)[O-])c1 (stereo not drawn) | 1 | -3 | -13
55 | CN(C)CCCNc1oc(-c2ccccc2)nc1C#N | 3 | 0 | 9
56 | C=CCSC1=C(C#N)C(c2ccccc2C)CC(=O)N1 (stereo not drawn) | 1 | -2 | -5
57 | O=C(CNC(=O)c1ccc(Br)o1)Nc1cccc(-c2cnc3ccccc3n2)c1 | -3 | 0 | 13
58 | CCOc1cc(CNc2ccc(N(C)C)cc2)cc(Br)c1OCC(=O)NC(C)(C)C | -2 | -3 | 5
59 | COc1ccc(CCNc2cc(-c3ccccc3)nc3ncnn23)cc1 | -4 | 0 | 1
60 | C1=C(c2cccc3ccccc23)N2CCN=C2S1 | -5 | 0 | 9

3 compounds already listed, ordered by SMILES length, smallest number first:
# | Compound | miR-122 sensor | Cneo AK release | PGC1a acetyl inh
55 | CN(C)CCCNc1oc(-c2ccccc2)nc1C#N | 3 | 0 | 9
53 | COc1ccc(C2CC(c3cc(OC)ccc3OC)n3nnnc3N2)cc1 (stereo not drawn) | 5 | 0 | 32
57 | O=C(CNC(=O)c1ccc(Br)o1)Nc1cccc(-c2cnc3ccccc3n2)c1 | -3 | 0 | 13

Following part
# | Compound | miR-122 sensor | Cneo AK release | PGC1a acetyl inh
61 | Cc1ccccc1NC(=O)c1cccc(S(=O)(=O)Oc2ccc([N+](=O)[O-])cc2)c1 | 8 | -3 | -14
62 | COc1ccc(C2NC(=O)NC3=C2CCc2ccccc23)cc1 (stereo not drawn) | 22 | -1 | -16
63 | Oc1ccc(Cl)cc1/C=N/c1nc2ccccc2[nH]1 | -2 | -2 | -5
64 | CC(=O)NCC(=O)NC(Cc1ccccc1)C(N)=O (stereo not drawn) | 0 | 0 | -7
65 | Cc1ccc2cccc(NC(=S)NC(=O)c3ccn(C)n3)c2n1 | 8 | 1 | 8
66 | CCOc1ccc(NC(=O)COC(=O)Cc2ccc(S(=O)(=O)N3CCOCC3)s2)cc1 | -2 | 0 | -3
67 | Cc1ccc(S(=O)(=O)CCC(=O)OCC(=O)Nc2cc(C)on2)cc1 | -2 | 0 | -5
68 | Cc1ccc(Nc2nc(Oc3ccc(OCc4ccccc4)nn3)nc(N3CCOCC3)n2)cc1 | 5 | -3 | -7
69 | COc1ccc(C(C)=O)cc1CSc1nc2ccccc2o1 | 2 | 2 | -18
70 | CCN(CC)CCNC(=O)Cc1c(C(=O)O)n(C)c2ccccc12 | 4 | 2 | 11
71 | O=C(NCCCN1CCN(c2ccccc2F)CC1)Nc1ccc(F)cc1 | -4 | 2 | 7
72 | Cc1nonc1NCn1nnc2ccccc21 | -3 | -2 | -12
73 | Cc1cc(=O)[nH]c(SCC(N)=O)c1C#N | -7 | -2 | 9
74 | COc1ccc(NC(=S)N(CCc2nc3cc(C)c(C)cc3[nH]2)Cc2cccnc2)cc1 | 7 | 1 | 3
75 | COc1ccccc1N1CCN(C(=O)c2ccc(S(=O)(=O)N3CCCCCC3)cc2)CC1 | -7 | 6 | -18
76 | CCOC(=O)c1cnc(-n2nc(C)cc2C)nc1NC1CCCCC1 | -15 | 16 | -3

Compound profiles (already shown). Order of screens: miR-122 sensor	Cneo AK release	PGC1a acetyl inh
`CCOC(=O)c1cnc(-n2nc(C)cc2C)nc1NC1CCCCC1` reads -15	16	-3
`COc1ccc(NC(=S)N(CCc2nc3cc(C)c(C)cc3[nH]2)Cc2cccnc2)cc1` reads 7	1	3
`COc1ccc(C(C)=O)cc1CSc1nc2ccccc2o1` reads 2	2	-18
`Cc1nonc1NCn1nnc2ccccc21` reads -3	-2	-12
`CCN(CC)CCNC(=O)Cc1c(C(=O)O)n(C)c2ccccc12` reads 4	2	11

(cont.)
# | Compound | miR-122 sensor | Cneo AK release | PGC1a acetyl inh
77 | COc1ccc(OC)c(-n2c(C)ccc2-c2ccc(S(C)(=O)=O)cc2)c1 | 0 | -4 | -12
78 | CCn1cc(C(=O)NCCCOC(C)C)c2cc(OC)c(OC)cc2c1=O | -4 | -3 | -3
79 | O=C(c1cc([N+](=O)[O-])ccc1N1CCCCC1)N1CCCCC1 | -2 | 5 | 1
80 | Cn1c(CC(=O)Nc2ccccc2)nnc1SCCOc1ccccc1 | -5 | 2 | -9
81 | O=C(NNC(=O)c1ccccc1-n1cccc1)c1cccc(Cl)c1 | 12 | -3 | 0
82 | O=S1(=O)CCC(SCc2nc3sccn3c2Br)C1 (stereo not drawn) | -3 | -1 | -1
83 | CCOc1ccc2[nH]c(=O)c(=O)[nH]c2c1 | 6 | 0 | 19
84 | O=C1[C@H]2[C@@H](c3ccc(Cl)cc3)N3C(=O)N(c4cccc(F)c4)C(=O)[C@@]3(Cc3ccc(Cl)cc3)[C@H]2C(=O)N1C1CCCCC1 | -6 | 1 | -2
85 | COC(=O)c1ccccc1NC(=O)c1ccccc1OC | -2 | -1 | -6
86 | Cc1ccc(-c2[nH]c(=O)n3ccncc23)s1 | 1 | 6 | 0
87 | CN(C)c1ccnc(N(Cc2ccccc2)Cc2ccccc2)c1C#N | 4 | -4 | -1
88 | CC(Sc1ccc2c(c1)OCCO2)C(=O)Nc1ncc(Cl)cc1Cl (stereo not drawn) | 6 | 0 | -5
